# From PubChem BioAssay
# PKA-R1A act – PKA-R1A complex activation; P00514+P68181; activation, % at 11.4 µM; PKA-R1A dissociation, Cy5-IP20 fluorescence polarization; scaled: DMSO 0%, 113 µM cGMP 100%; actives 0.083% (n = 340,000);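 active means percent activation above the mean of all tested compounds plus 3 SD, cut at about 19% in these data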;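 further: higher means more PKAc released from R1A so a rise in polarization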
# phage Ecoli inh – E. coli growth loss with phage present. actives 0.26% (n = 360,000). AID 651602. inhibition, % at 11.9 µM. growth absorbance; in the data active means inhibition above about 11%
# OPRM1-OPRD1 ag – OPRM1-OPRD1 heterodimerization agonism; P35372+P41143; cells, luminescence; activation, % at 9.3 µM; actives 0.3% (n = 340,000); in the data active means activation above about 18%;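 further: 0% = vehicle-treated cells and 100% = reference agonist; values of inactives mirror those of a sister screen read the other way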
# Target sequence (P35372 whole entry, looked up): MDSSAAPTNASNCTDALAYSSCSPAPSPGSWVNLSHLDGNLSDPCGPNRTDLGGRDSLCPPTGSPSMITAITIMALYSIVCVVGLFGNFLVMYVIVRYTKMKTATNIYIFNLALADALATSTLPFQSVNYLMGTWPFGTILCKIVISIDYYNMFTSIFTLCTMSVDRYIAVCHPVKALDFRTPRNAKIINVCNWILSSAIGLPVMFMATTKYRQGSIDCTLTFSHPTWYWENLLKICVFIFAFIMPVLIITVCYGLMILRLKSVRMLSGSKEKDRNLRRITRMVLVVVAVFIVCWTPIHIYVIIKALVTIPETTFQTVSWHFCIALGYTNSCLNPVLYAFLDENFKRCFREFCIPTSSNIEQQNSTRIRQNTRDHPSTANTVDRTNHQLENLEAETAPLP
# Target sequence (P41143 whole entry, looked up): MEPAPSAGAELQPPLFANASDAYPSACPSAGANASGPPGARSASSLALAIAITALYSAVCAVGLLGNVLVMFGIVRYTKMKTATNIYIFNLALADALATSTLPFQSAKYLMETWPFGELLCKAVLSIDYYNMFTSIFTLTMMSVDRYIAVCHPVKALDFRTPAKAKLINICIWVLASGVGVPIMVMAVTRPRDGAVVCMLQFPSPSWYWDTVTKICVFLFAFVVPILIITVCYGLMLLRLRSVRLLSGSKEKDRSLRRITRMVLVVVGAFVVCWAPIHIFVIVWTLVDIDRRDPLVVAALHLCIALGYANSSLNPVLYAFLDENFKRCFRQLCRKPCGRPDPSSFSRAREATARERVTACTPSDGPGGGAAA
# OPRM1-OPRD1 inv – inverse agonist of human OPRM1-OPRD1 heterodimerization | P35372+P41143 | inhibition, % at 9.3 µM | cell-based MOR-DOR heterodimer luminescence, inverse agonism | actives 0.21% (n = 340,000); in the data active means inhibition above about 22%, passing the limit was not always enough;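 further: 0% = cells with DMSO and 100% = wells without cells with DMSO; values of inactives mirror those of a sister screen read the other way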
# E coli growth – counter-screen for AddAB inhibitors: E. coli growth inhibition; inhibition, % at 11.9 µM; actives 0.27% (n = 330,000); AID 449728; E. coli V3065 growth, OD600 absorbance, 18 h;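 active means inhibition above the campaign's mean inhibition across all tested compounds plus 3 SD, cut at about 9.9% in these data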;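 further: uninfected addAB+ strain grown without phage in ampicillin broth; 0% = DMSO wells and 100% = ciprofloxacin 0.95 µg/ml wells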
# AddAB inh – less growth of phage-infected E. coli with AddAB. inhibition, % at 11.9 µM. E. coli expressing H. pylori AddAB, absorbance growth. AID 435030. actives 0.29% (n = 330,000); in the data active means inhibition above about 12%;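 further: 0% = vehicle wells of infected cells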
# Arrestin-AP2 inh – human beta-arrestin and AP2 interaction inhibition; inhibition, % at 10 µM; FITC-arrestin peptide / GST-AP2 beads, flow cytometry; AP2 beta2 appendage carries R879A mutation; actives 0.31% (n = 340,000); AID 504490;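 active means inhibition above a set limit, near 3 SD of compounds lacking own fluorescence, cut at about 54% in these data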;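 further: plate controls were DMSO wells for no effect and 5 µM unlabelled arrestin peptide for full effect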
#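 Test system: GST-tagged AP2 beta2-adaptin appendage (R879A) on 4 µm glutathione beads; also added: fluorescein-tagged arrestin peptide at 50 nM final; timing: 12 min plus 1 h, RT; signal: flow cytometry, FL1 (488/535 nm); read-out: percent drop in bead-associated FITC signal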
# PfHsp90 yeast 2 – growth inhibition of yeast expressing Plasmodium Hsp90; inhibition, % at 9.4 µM; S. cerevisiae expressing PfHsp90, BacTiter-Glo ATP, 48 h; yeast lacking PDR1 and PDR3 efflux regulators; actives 0.32% (n = 310,000);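 active means every replicate shows inhibition above about 80%, whatever the replicate mean, limit read from the data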;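 further: 0% = DMSO neutral controls and 100% = 20 µM radicicol positive controls; yeast relying on Plasmodium falciparum Hsp90 in place of its own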
# Tat transport – inhibitors of E. coli Tat protein transport. E. coli MC4100 TorA-mCherry Tat export, fluorescence. inhibition, % at 10 µM. actives 0.036% (n = 340,000). AID 488895;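 active means mean replicate inhibition at least 50% and at least half of replicates individually reaching 50%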;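 further: exported cargo escapes ClpAP degradation while cytoplasmic cargo is degraded and loses fluorescence; 0% = median of neutral control wells and 100% = median of NaSCN control wells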
# Mot1-301 SUMO – inhibitors of SUMOylation pathway: yeast Mot1-301 growth rescue; S. cerevisiae Mot1-301 growth rescue, ATP luminescence, 38.5C; percent above DMSO median, 100 means doubled; growth rescue, % at 18.8 µM; actives 1% (n = 320,000); AID 2716;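 active means every valid replicate shows activation above 250% relative to neutral control wells; inactive means the rest, any valid replicate at or below 250%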;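 further: OY570 slx delta 5 strain wells were the positive control but not used for scaling; some compounds called inactive have numbers as strong as hits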
# DSG3 Ab inh – inhibitors of pemphigus antibody binding to human desmoglein-3; P32926; DSG3-coupled beads, scFv-anti-DSG3-GFP binding, flow cytometry; hits give low values; binding (percent of control), % at 10 µM; actives 0.48% (n = 310,000); AID 588358;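 active means binding more than 3 SD below its plate's average and above zero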;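 further: hits lower antibody fragment binding to DSG3; some compounds called inactive have numbers as strong as hits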
# * hit, by the source's call; i = inactive; · = not tested or not shown; + = active, no number. Rows were taken by chance, and some 2.8% of all compounds hit somewhere here.
SMILES,PKA-R1A act,phage Ecoli inh,OPRM1-OPRD1 ag,OPRM1-OPRD1 inv,E coli growth,AddAB inh,Arrestin-AP2 inh,PfHsp90 yeast 2,Tat transport,Mot1-301 SUMO,DSG3 Ab inh
O=C(C1=C[C@@H](C2CC2)C[C@@H](OCCCCO)O1)N1CCOCC1,1,2.5,-1.5,7,3.4,4.4,-1,-8,6,0,·
O=C(N/N=C(/c1ccccc1)c1ccncc1)c1ccc2c(c1)OCO2,-7,4.3,-2.7,14,0.9,1.0,0,-37,1,-8,111
CC1CCN(c2ccc(C(=O)NCCc3ccccc3)cn2)CC1,-9,2.0,-1.8,10,3.5,3.4,-6,1,3,104,100
O=C(NCCn1cc(SCC(=O)N2CCOCC2)c2ccccc21)c1c(F)cccc1F,5,1.9,-1.1,6,0.1,2.0,-1,29,-6,-11,96
CCOc1ccc(C(=O)N2CCN(c3cccc(C)c3C)CC2)cc1,12,-3.0,6.2,-31,0.3,1.6,15,·,17,3,90
CS(=O)(=O)N(CC(=O)NCC1CCCO1)c1cccc(Cl)c1 (centres undefined),-1,3.8,-0.7,4,3.2,2.9,16,8,-5,12,103
Nc1ncn(C23CC4CC(CC(C4)C2)C3)n1,6,3.2,-2.4,13,1.3,1.5,-1,8,-3,11,101
Cc1ccc(C(=O)NC(=S)N(C)C2CCCCC2)cc1Br,-11,-1.4,-1.5,8,-2.3,-0.1,12,·,3,-16,·
O=C(NNS(=O)(=O)c1ccc(F)cc1)c1ccccc1O,6,-2.0,0.5,-2,0.4,0.1,2,3,-12,13,104
CC1(C)Cc2c(C#N)c(NCCO)nc(-c3ccco3)c2CO1,·,1.0,·,·,-1.9,0.6,43,6,-14,-1,96
Nc1nc(NCc2ccccc2)nc(-c2ccccc2)n1,1,1.6,0.9,-6,-0.1,-0.6,0,-21,-3,-14,87
O=C(NC1CCCCC1)c1ccc2c(=O)n(CC3CCCO3)c(=O)[nH]c2c1 (centres undefined),0,3.9,-2.7,14,-3.9,2.0,-2,-2,9,+,·
O=C(Nc1ncc(Cc2ccccc2)s1)C1=NCCN1,6,-1.1,-2.5,12,-3.0,-2.8,22,·,3,-10,111
Cc1c(C(=O)N2CCOCC2)oc2c1C(=O)CC(C)(C)C2,-4,2.0,3.1,-17,-1.1,0.3,3,·,8,16,93
CCOc1cc(/C=N/NC(=O)CNc2cccc(C)c2)ccc1OC(=O)c1ccccc1,-6,1.5,1.0,-6,-1.6,-2.5,-2,0,2,-7,104
CCOc1ccccc1Nc1cc(C)nc2nc(C)nn12,3,2.7,-1.9,9,-3.7,0.9,0,2,-2,-3,110
O=C(CCN1C(=O)C2C3C=CC(C4CC34)C2C1=O)Oc1cccc2cccnc12 (centres undefined),-13,1.4,-0.7,4,2.3,0.8,24,21,-5,220,115
CCN1C(=O)N[C@@H](c2cccc(C(F)(F)F)c2)[C@@H](C(=O)OC)[C@H]1C,-6,0.4,-2.5,15,-1.1,0.8,-5,1,-2,-24,106
CCN(CC)C(=O)Cn1cc(S(=O)(=O)CC(=O)Nc2ccc3c(c2)OCCO3)c2ccccc21,-10,3.1,-1.7,9,-0.8,1.2,-16,-29,9,i,101
CC(CNC(=O)CN1C(=O)NC2(CCCCC2C)C1=O)c1ccccc1 (centres undefined),-3,6.4,-1.5,10,·,·,-15,·,-6,·,107
Nc1ccc(Cn2ccc3c4c(N)nc(N)nc4ccc32)cc1,0,100*,0.0,0,·,·,33,-13,17,·,100
Cc1ccc(S(=O)(=O)N2[C@@H](c3ccc(Cl)cc3)C(C(=O)O)=CC[C@H]2c2ccc(Cl)c(Cl)c2)cc1,-11,2.7,-0.1,0,1.0,2.8,-2,-44,9,-20,97
Cc1ccc(-c2nnc3ccc(SCC(=O)NCc4ccco4)nn23)cc1,-16,-1.7,1.5,-8,0.2,3.2,9,-10,-1,-18,98
O=C(Nc1ccccc1Cl)c1cccc(NC(=O)c2cccs2)c1,1,2.0,-3.5,19,·,·,-14,-21,2,43,103
COc1ccc(CN2CCN(c3ccccn3)CC2)c(OC)c1,-6,0.7,-0.3,2,-2.6,-1.4,-8,·,-6,13,·
# More structures
SMILES,PKA-R1A act,phage Ecoli inh,OPRM1-OPRD1 ag,OPRM1-OPRD1 inv,E coli growth,AddAB inh,Arrestin-AP2 inh,PfHsp90 yeast 2,Tat transport,Mot1-301 SUMO,DSG3 Ab inh
CN(C)C(CNC(=O)NC1CCCCC1)c1cccnc1 (centres undefined),-4,2.5,158*,i,-0.9,0.6,2,51,3,4,103
COc1ccccc1C(=O)N/C(=C\c1ccccc1)C(=O)NC(C)C(=O)O (centres undefined),0,1.1,-3.6,18,72*,97*,48,-1,-1,79,·
COc1ccc2c(c1OC)C(=O)OC2Nc1ccccc1S(=O)(=O)C(F)F (centres undefined),11,3.2,-0.6,3,-0.3,-0.1,10,·,-5,5,103
O=C(CCC1CCCN(C(=O)CCC(F)(F)F)C1)NCc1ccc(F)c(F)c1 (centres undefined),-8,5.6,-1.5,8,-4.0,-0.6,2,-27,2,211,104
CCc1nn(CC(=O)NCCCc2ccccc2)c(=O)c2cc3cc(F)ccc3n12,4,·,-2.7,15,0.6,0.6,-5,0,15,-10,·
Cc1cccc(NC(=O)C2(c3ccccc3)CCOCC2)c1,-8,3.0,-0.8,4,-0.4,4.1,11,12,-19,194,98
CCOC(=O)C1(Cc2cccc(Cl)c2)CCCN(CCO)C1 (centres undefined),-1,0.3,1.5,-8,1.1,2.9,12,15,3,7,105
C=CCSc1nnc(Cn2c(=O)sc3ccccc32)n1C,1,0.3,-1.7,8,0.7,2.4,14,-39,-3,-30,107
Cc1cc(C)c([N+](=O)[O-])cc1-c1ccc(/C=N/NC(=O)c2nonc2N)o1,2,2.1,-0.8,4,0.2,1.9,-2,7,-5,3,87*
Cc1nc2nc(-c3cccnc3)[nH]n2c(=O)c1Cc1ccccc1,8,4.0,-0.7,4,2.3,4.8,20,-28,-1,5,102
CC1(c2ccccc2)NC(=O)N(CC(=O)N(CC(=O)Nc2ccccc2C(F)(F)F)Cc2ccco2)C1=O (centres undefined),-13,2.0,-1.6,10,·,·,0,·,11,·,105
O=C(NCc1ccccc1)c1csc2c1CCCCC2,-10,-1.1,-2.4,14,0.7,1.6,18,1,-1,-20,99
CC(OC(=O)c1ccc(Cl)nc1)C(=O)NC(C)(C)C (centres undefined),-6,3.7,-1.7,10,-0.3,2.1,7,0,-7,2,96
CCOC(=O)N1CCN(C(=O)c2ccc(N3C(=O)c4ccccc4C3=O)cc2)CC1,-4,0.7,0.4,-2,-1.3,0.4,0,10,2,7,104
O=C(Nc1cc(S(=O)(=O)N2CCOCC2)ccc1N1CCOCC1)c1c(F)cccc1Cl,6,3.8,-1.1,6,0.3,-1.2,8,15,-2,-7,131
CS(=O)(=O)c1ccc(Cl)c(NC(=O)COC(=O)CCN=C2NS(=O)(=O)c3ccccc32)c1,-8,1.8,-0.8,5,1.5,3.2,-4,·,1,-24,114
OCC1CCCN(c2ncnc3scc(-c4ccccc4)c23)C1 (centres undefined),-8,1.3,-0.2,1,1.0,3.7,32,-35,23,12,100
CCc1cc(C(=O)NCC(c2ccco2)N2CCCCC2)sc1C (centres undefined),-4,-16,-2.1,8,0.9,0.3,-5,·,6,-4,100
CC(C)CC(NC(N)=O)C(=O)OCC(=O)Nc1ccc(SC(F)F)cc1 (centres undefined),-7,1.2,0.1,-1,-1.8,2.2,-8,-5,-5,·,·
CCCCn1c(N)c(N(CCOC)C(=O)c2cccc(S(=O)(=O)N(C)c3ccc(C)cc3)c2)c(=O)[nH]c1=O,-11,-0.1,-2.0,11,-1.1,0.0,-9,-5,9,-20,105
Cc1ccccc1-c1nnc(-c2ccc(Cl)cc2)o1,-8,2.0,1.9,-11,1.1,0.2,-1,-14,-4,53,116
CC1CCCN(C2(O)C(=O)Nc3ccc(Cl)cc32)C1 (centres undefined),-10,3.2,-2.0,10,-4.8,-0.5,57*,3,-2,8,92
CCN(CC)C(=O)C(=O)c1ccn(-c2c(C)csc2C(=O)OC)c1,-3,2.8,-4.1,21,0.7,1.5,·,9,-3,10,99
C=CCn1c(SCC(=O)Nc2ccc(Br)cc2)nc(O)c(CC)c1=O,-7,0.8,-2.5,13,1.6,4.2,2,3,23,-19,98
COc1ccc(Cn2c(=O)[nH]c3cc(C(=O)N4CCN(c5ccc(C(C)=O)cc5)CC4)ccc3c2=O)cc1,6,0.7,-2.4,13,-1.8,2.7,25,-33,2,70,100

# Next part; it opens with the 3 that closed the last part.
SMILES,PKA-R1A act,phage Ecoli inh,OPRM1-OPRD1 ag,OPRM1-OPRD1 inv,E coli growth,AddAB inh,Arrestin-AP2 inh,PfHsp90 yeast 2,Tat transport,Mot1-301 SUMO,DSG3 Ab inh
CCN(CC)C(=O)C(=O)c1ccn(-c2c(C)csc2C(=O)OC)c1,-3,2.8,-4.1,21,0.7,1.5,·,9,-3,10,99
C=CCn1c(SCC(=O)Nc2ccc(Br)cc2)nc(O)c(CC)c1=O,-7,0.8,-2.5,13,1.6,4.2,2,3,23,-19,98
COc1ccc(Cn2c(=O)[nH]c3cc(C(=O)N4CCN(c5ccc(C(C)=O)cc5)CC4)ccc3c2=O)cc1,6,0.7,-2.4,13,-1.8,2.7,25,-33,2,70,100
Cc1cc(C)cc(OCC(=O)N(Cc2ccccc2)C2CCS(=O)(=O)C2)c1 (centres undefined),0,1.8,-1.4,8,-1.3,2.1,19,17,10,-16,110
COc1ccc(C(C)=O)cc1COc1ccc(Cl)cc1Cl,·,2.9,·,·,-2.5,0.5,1,0,0,6,83*
CCc1nc(-c2ccc(-c3ccc(OC)cc3)nc2OC)no1,8,1.1,1.9,-12,-1.7,2.5,33,22,4,12,101
CCC(C)NC(=O)c1cc(C)no1 (centres undefined),3,3.4,-2.7,16,-3.0,2.0,17,·,-8,22,99
COc1ccc(-c2ccc(SCC(=O)NC3CCCC3)nn2)cc1OC,0,0.1,-1.6,8,0.2,0.6,-3,-21,12,9,96
Cc1cccc(CC2CC(=O)N(c3ccc([N+](=O)[O-])cc3)C2=O)c1 (centres undefined),4,1.1,-4.7,22,0.8,0.2,-7,-31,8,163,94
CCOC(=O)N1CCC(Nc2c(NCCCN(CC)c3cccc(C)c3)c(=O)c2=O)CC1,-9,1.1,-1.6,10,-1.6,1.0,2,-11,-3,-4,102
COc1ccc(CC(=O)OCC(=O)c2ccc[nH]2)cc1,0,1.2,-2.3,9,-1.4,-1.8,-3,-6,1,-8,110
CCCCOc1cccc(/C=N/NC(=O)c2csc(C)c2C)c1,-9,0.9,3.0,-18,-0.1,1.3,16,-15,-5,9,87
O=C(O)CCCCCCNC(=O)c1cncc(O)c1,-2,3.3,-1.2,6,0.7,2.9,2,-25,6,69,83
